Wee1 degr inh: blocks degradation of human Wee1 kinase; P30291; reporter increase, % at 5 µM; 220,000 tested, 1.2% active; HeLa Luc-Wee1K328M stability, luciferase luminescence; 100% = proteasome inhibitor MG132 effect;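 active means activation above the mean of all tested compounds plus 3 SD, set per screening run, cut at about 8.8% in these data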;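 further: cells exposed to compound for 20 h before luminescence read; 0% = DMSO alone and 100% = MG132 at 30 µM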
Target sequence (P30291 whole entry K328M): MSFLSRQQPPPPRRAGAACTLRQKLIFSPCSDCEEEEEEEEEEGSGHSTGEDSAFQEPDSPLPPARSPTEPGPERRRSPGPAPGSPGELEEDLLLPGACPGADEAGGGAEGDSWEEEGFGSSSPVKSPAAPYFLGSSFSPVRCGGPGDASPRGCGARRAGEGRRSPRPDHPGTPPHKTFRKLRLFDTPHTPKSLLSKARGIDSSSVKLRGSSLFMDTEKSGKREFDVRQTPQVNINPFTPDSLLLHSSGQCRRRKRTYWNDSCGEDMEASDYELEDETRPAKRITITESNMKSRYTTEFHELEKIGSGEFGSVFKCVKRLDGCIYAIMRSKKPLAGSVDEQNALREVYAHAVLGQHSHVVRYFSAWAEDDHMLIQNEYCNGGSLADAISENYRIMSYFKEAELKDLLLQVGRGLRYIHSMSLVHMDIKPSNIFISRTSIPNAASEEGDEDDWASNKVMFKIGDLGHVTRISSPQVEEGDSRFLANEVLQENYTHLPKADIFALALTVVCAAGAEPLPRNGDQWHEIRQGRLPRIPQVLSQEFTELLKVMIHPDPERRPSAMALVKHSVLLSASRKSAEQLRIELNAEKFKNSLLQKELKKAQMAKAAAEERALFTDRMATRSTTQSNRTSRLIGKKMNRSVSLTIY
FXIIa inh 1536: blocks human coagulation factor XIIa protease activity | AID 800 | P00748 | purified FXIIa, Boc-QGR-AMC fluorogenic substrate, 2 h | 220,000 tested, 0.3% active | inhibition, % at 5 µM; in the data active means inhibition above about 40%;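 further: 0% = enzyme with no compound and 100% = blank without enzyme; many of its hits are not listed in these tables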
Cl transport mod: modulators of human KCC2 chloride dependent transport; KCC2 cells, thallium flux FluoZin-2 fluorescence; B-score of Tl+ flux slope (higher = more flux/activation; lower = inhibition) at 10 µM; 190,000 tested, 2.2% active;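 active means thallium flux slope and its plate-corrected score both differing from the plate sample mean at a set confidence after two filtering rounds, in either direction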;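 further: slope of fluorescence scaled to starting intensity during 10 to 20 s after thallium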
thrombin 1536: inhibitors of human thrombin; alpha-thrombin, Boc-VPR-AMC fluorogenic substrate cleavage; inhibition, % at 5 µM; 220,000 tested, 0.26% active;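 active means inhibition at or above 40%; inactive means inhibition below 40%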;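 further: 0% = enzyme with no compound and 100% = wells without enzyme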
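Material: Human alpha-thrombin protein | Buffer or medium: pH 7.5 Tris-saline with Tween 20 | Reagent: Boc-VPR-AMC substrate, 15 µM final | Schedule: Reaction at ambient temperature | Detection: AMC fluorescence at 355 nm excitation and 460 nm emission | Evaluation: Percent inhibition scaled between no-compound controls and no-enzyme blanks | Controls: no-compound enzyme wells and no-enzyme blanks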
Furin inh: blocks human furin protease activity | AID 463115 | purified furin, fluorogenic substrate cleavage | inhibition, % at 30 µM | 220,000 tested, 0.061% active | P09958; in the data active means inhibition above about 25%; further: inactives centre near -15
FXIa inh: inhibitors of human coagulation factor XIa; P03951; purified FXIa, Boc-Glu-Ala-Arg-AMC fluorogenic substrate; inhibition, % at 5 µM; 220,000 tested, 0.14% active;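 active means inhibition of at least 40%; inactive means inhibition below 40%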;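 further: fluorescence of freed AMC excited at 355 nm; 0% = enzyme without compound and 100% = no enzyme blank; many of its hits are not listed in these tables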
hK5 inh: blocks human kallikrein 5 protease activity | Q9Y337 | AID 873 | recombinant hK5, fluorogenic AMC substrate cleavage | inhibition, % at 5 µM | 210,000 tested, 0.59% active;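 active means inhibition of 40% or more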;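 further: 0% = enzyme controls without compound and 100% = no-enzyme blanks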
Target sequence (Q9Y337 67-293 limits assumed): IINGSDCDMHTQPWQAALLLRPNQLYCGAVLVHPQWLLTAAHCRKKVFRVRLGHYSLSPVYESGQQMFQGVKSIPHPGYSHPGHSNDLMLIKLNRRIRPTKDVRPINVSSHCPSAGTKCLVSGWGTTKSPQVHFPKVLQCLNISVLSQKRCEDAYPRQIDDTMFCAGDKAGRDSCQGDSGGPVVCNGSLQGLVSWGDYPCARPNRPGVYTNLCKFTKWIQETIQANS
p97 ATPase inh: inhibitors of human p97 ATPase. inhibition, % at 8 µM. 220,000 tested, 0.42% active. recombinant p97 ATPase, Kinase-Glo ATP luminescence, 3 h. P55072. AID 1481; in the data active means inhibition above about 15%;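 further: 0% = DMSO vehicle and 100% = wells lacking enzyme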
PERK inh: inhibitors of human PERK kinase. Q9NZJ5. inhibition, % at 5.6 µM. CHO PERK-DD fusion, SEAP luminescence translation reporter. 220,000 tested, 0.17% active;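 active means inhibition above the mean inhibition of all tested compounds plus 3 SD, set separately per screening campaign, cut at about 2.9% in these data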;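 further: PERK kinase domain activated by AP20187 dimerizer at 100 nM; 0% = DMSO with dimerizer and 100% = rapamycin at 8.4 µM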
An asterisk follows results filed as active; i = inactive; nt = not tested or not shown; [ ] = another dose, or the depositor's remark.

SMILES | Wee1 degr inh | FXIIa inh 1536 | Cl transport mod | thrombin 1536 | Furin inh | FXIa inh | hK5 inh | p97 ATPase inh | PERK inh
COc1ccccc1NC(=O)CN(Cc1ccco1)C(=O)c1cncc(Br)c1 | 0 | 5 | -0.17 | 1 | -21 | 12 | 3 | 0 | 0.1
Cc1cc(C)c2c(=O)n(CC(=O)NC3CCCC3)sc2n1 | 0 | 3 | -0.57 | -6 | -2 | -4 | -2 | 0 | -0.1
CC(=O)c1c(O)cc(C)n(Nc2nc(C)cc(C)n2)c1=O | -2 | 6 | 1.2 | -2 | -16[20 µM] | -3 | -25 | 4 | 0.3
O=C(NC(=S)Nc1ccc(S(=O)(=O)Nc2ncccn2)cc1)c1ccc(Br)cc1 | -2 | 2 | nt | 2 | -10 | -5 | 3 | 6 | 0.4
O=C(Nc1ccccc1)N1CCCC(c2nc(-c3ccc(F)cc3)no2)C1 (stereo not drawn) | -1 | -10 | -1.7 | -4 | -28[20 µM] | -6 | -7 | 0 | 0.0
COc1ccc(CNC(=O)C2CC(c3ccccc3C(F)(F)F)=NO2)cc1 (stereo not drawn) | nt | 11 | 0.029 | 0 | -29 | 0 | 2 | nt | nt
COc1ccccc1OCC(=O)OC/C(O)=C(\C#N)c1nc2ccccc2[nH]1 | -2 | -1 | 0.012 | 5 | -4 | -3 | -7 | 6 | 0.1
N#Cc1nc(-c2cccs2)oc1N1CCN(Cc2ccccc2)CC1 | -1 | 8 | nt | 2 | -20[20 µM] | -2 | -72 | -7 | -1.1
CN(c1ccccc1)S(=O)(=O)c1ccc(Cl)c(C(=O)Nc2ccc(N3CCOCC3)cc2)c1 | 5 | 5 | -2.7* | 6 | -22 | -2 | -3 | -1 | -0.4
O=C(NCCc1csc(-c2ccccc2)n1)c1c(F)cccc1F | -2 | 7 | -4.6 | -11 | -17 | -1 | 0 | -1 | 0.1
CSc1ccccc1-c1n[nH]c(=S)o1 | 4 | 10 | -0.038 | -8 | -14 | -1 | 3 | -1 | 0.2
CCOC(=O)/C(=C/C=C1\Sc2cc(OCC)c(OCC)cc2N1CC)C(C)=O | 0 | 3 | i | -4 | 7 | -4 | 0 | 6 | 0.5
CCn1c(=O)n(CC(=O)N(C)Cc2ccccc2)c(=O)c2ccccc21 | -3 | 10 | -0.98 | 0 | -16[20 µM] | -1 | 4 | 5 | -0.2
C=CCOc1ccc(C=Nc2ccc(C)c(Cl)c2)c(O)c1 | -3 | 9 | 0.69 | -5 | -16 | 5 | -16 | 4 | 1.8
Nc1nonc1/C(=N/O)N1CCN(CCO)CC1 | 0 | 12 | 1.5 | 1 | -13 | -9 | -14 | 1 | 1.0
CCC(C)(C)NC(=S)Nc1ccccc1C | -4 | 26 | 0.91 | 22 | -1 | 33 | 37 | -4 | 0.2
COc1cc(C(CC(=O)N2CCCC2)c2c(OC)cc(OC)c3ccc(=O)oc23)cc(OC)c1OC (stereo not drawn) | nt | 9 | 0.21 | -3 | -22 | 1 | 1 | nt | nt
Cc1oc2ccccc2c1CC(=O)NCCCN(C)C | 1 | 10 | -0.095 | 1 | -3 | 2 | 3 | 5 | -0.7
Cc1c(NC(=O)c2ccc(N3CCCC3)c([N+](=O)[O-])c2)cccc1-c1nc2ccccc2s1 | -1 | -7 | nt | -3 | -3[20 µM] | -8 | 5 | 5 | 0.7
CSc1nnc2c(n1)OC(c1ccccn1)N(C(C)=O)c1ccccc1-2 (stereo not drawn) | 2 | 13 | 0.62 | -1 | -11 | -1 | -1 | 0 | 0.8
O=C(NCCCN1CCN(Cc2ccccc2)CC1)C1CCN(S(=O)(=O)N2CCCC2)CC1 | 0 | 19 | -0.31 | 1 | -13 | -3 | -18 | 0 | 0.3
CCCNS(=O)(=O)c1cccc(C(=O)NC2CCCc3ccccc32)c1 (stereo not drawn) | -1 | -4 | -1.2 | 1 | -29[20 µM] | -1 | -11 | -1 | -0.3
O=C(Cc1ccc(Br)c2ccccc12)N/N=C/c1ccccn1 | 0 | 6 | -0.79 | 2 | -20 | -1 | -3 | -3 | 1.3
COc1ccc(OC)c(NC(=S)NCC(c2cccnc2)N2CCOCC2)c1 (stereo not drawn) | -4 | 5 | 0.79 | -12 | -37 | -4 | 3 | 9 | 1.1
COc1ccccc1OC(=O)c1ccc(SC)cc1OC | -3 | 3 | -0.85 | -4 | -7[20 µM] | -18 | -10 | 3 | -0.1
COc1ccc(-c2nn(-c3ccccc3)cc2/C=N/N2C(=O)CSC2=S)cc1 | 1 | 0 | 0.37 | -2 | -12[20 µM] | 1 | -128 | 5 | 0.1
CCCn1nnc(NC(=O)c2sc3ccccc3c2Cl)n1 | 2 | 14 | nt | 2 | -27[20 µM] | 3 | 0 | 0 | 0.7
Cc1cc(NC(=O)Nc2cccc(C)c2C)no1 | 0 | 6 | 0.17 | 2 | -16 | -1 | -3 | 2 | 0.5
Cc1cccc(NC(=O)CSc2nnc(CCC(=O)Nc3ccc(C)c(Cl)c3)n2C)c1 | 2 | -2 | nt | -11 | -17[20 µM] | -8 | -8 | -3 | 0.3
COc1cc(OC)c(NC(=O)CCc2nc(-c3ccc(C)cc3)no2)cc1Cl | -1 | -22 | -0.053 | -5 | -16[20 µM] | -13 | 6 | -2 | -0.1
CCCCN(C(C)=O)c1c(N)n(CCC)c(=O)n(CC(=O)Nc2cc(Cl)cc(Cl)c2)c1=O | 12* | 9 | -0.46 | -1 | -15 | 0 | 5 | 1 | 1.2
CCCN1Cc2cccc(C(=O)Nc3ccc(CC)cc3)c2C1=O | -3 | -13 | nt | -13 | -21[20 µM] | -4 | -1 | 5 | 0.3
CCOC(=O)C(=O)Nc1ccccc1C(=O)Nc1ccc(OC)cc1 | 2 | 7 | nt | 0 | -20[20 µM] | 6 | -4 | 0 | 0.1
Cc1cccc2sc(N(CCN(C)C)C(=O)/C=C/c3cccs3)nc12 | -1 | 13 | 0.42 | -7 | 0 | 4 | -8 | 1 | -0.8
CC(NC(=O)Cc1ccsc1)c1ccc(S(N)(=O)=O)cc1 (stereo not drawn) | -1 | 5 | 0.65 | -4 | -19 | -3 | -6 | -3 | 0.4
COc1ccc(CC(NC(C)=O)C(=O)NC2CCN(S(=O)(=O)c3ccccc3)CC2)cc1OC (stereo not drawn) | 0 | -1 | 0.18 | -5 | -25 | 1 | -73 | 5 | 1.2
CSc1nnc([C@@H](NC(=O)OC(C)(C)C)C(C)C)o1 | -3 | 6 | 1.2 | -7 | -17 | 2 | -3 | 6 | 1.1
CC1CCN(CCc2nc3cc(NS(=O)(=O)c4ccc(F)cc4)ccc3n2C)CC1 | 0 | 2 | 0.042 | 12 | -15[20 µM] | 6 | -25 | 3 | -0.6
CC(=O)N1CCN(c2nc3cc4c(cc3nc2NS(=O)(=O)c2ccccc2)OCCO4)CC1 | -3 | -17 | nt | -1 | -10 | -4 | 0 | 8 | 1.3
COCCNC(=O)c1onc(CSc2ccc(Cl)cc2)c1C(=O)O | -2 | 11 | -0.93 | 0 | -20[20 µM] | 2 | -10 | 4 | 1.3
Cc1ccc(-n2nnc3c(SCC(=O)N4CCN(c5ccccc5)CC4)ncnc32)cc1 | 6 | nt | 1.9 | nt | -9[20 µM] | nt | nt | -2 | -0.2
CN(C)Cc1nc2c(c(=O)[nH]1)C1(CCCCC1)Cc1ccccc1-2 | 2 | 14 | 1.9 | 1 | -12 | 0 | -29 | 1 | 0.4
c1cc2c(cc1Nc1nc(-c3ccc4c(c3)OCO4)cs1)OCCO2 | 0 | 8 | 0.58 | -1 | -2[20 µM] | -2 | -4 | 6 | -1.5
CCOC(=O)c1sc(NC(=O)CSc2ncn[nH]2)c(C#N)c1C | 1 | 9 | -0.28 | -2 | -16[20 µM] | 4 | -9 | 0 | -0.3
O=c1[nH]c(SCc2nc3ccccc3n2Cc2ccccc2)nc2ccccc12 | -1 | 17 | 0.44 | 0 | -11[20 µM] | 5 | -11 | 0 | -0.2
CCNC(=O)c1cc2c(=O)n3cccc(C)c3nc2n(Cc2ccc(C)cc2)c1=N | -1 | -9 | nt | -53 | -117 | -12 | -352 | -1 | -0.6
CC1=C/C(=N\OS(=O)(=O)c2ccccc2)C(C(C)C)=CC1=O | 3 | 13 | -2.1 | 2 | -15 | 10 | -11 | -2 | -3.0
CCN(CC)c1ccc(C(=S)NC2CCCCC2)cc1 | -1 | -7 | -1.4 | -3 | -30 | -7 | -26 | -3 | 0.3
Cc1ccc(S(=O)(=O)c2nc(-c3ccccc3)oc2NCCN2CCOCC2)cc1 | -1 | -8 | 0.72 | 6 | 19[20 µM] | -9 | -35 | 2 | 0.5
Cc1[nH]cnc1CSCc1ccc(Cl)cc1 | 0 | 22 | nt | -2 | -7 | 18 | -10 | 4 | -1.4
COc1ccc(C(C(=O)NC2CCCC2)N(Cc2cccs2)C(=O)c2ccn[nH]2)cc1OC (stereo not drawn) | -3 | 6 | -0.095 | -2 | -20 | -4 | -8 | 3 | -0.1
NC(=O)c1nsc(C(=O)N(CC(=O)NC2CCCC2)c2cnc3ccccc3c2)c1N | 0 | 6 | 0.65 | 0 | -14 | -1 | 5 | 11 | 1.2
CCCCC(=O)Nc1cc(C)c2c(=O)oc3ccccc3c2n1 | -3 | 16 | nt | 2 | -17[20 µM] | -5 | -8 | 5 | 1.0
Cc1cc(=O)[nH]c(SCC(=O)Nc2ccc3c(c2)OCCO3)n1 | -3 | 5 | 0.023 | -4 | -22 | 1 | -2 | 2 | 3.3*
NNC(=O)Cn1nc2n(c1=O)-c1ccccc1SC2 | 3 | 6 | 0.2 | 2 | -17 | -5 | -4 | 2 | 0.5
O=C(OC(C(=O)Nc1ccc(Cl)cc1C(F)(F)F)c1ccccc1)C1=COCCO1 (stereo not drawn) | 4 | -5 | 0.018 | -7 | -4 | 1 | 6 | 1 | 0.5
Cc1ccccc1-c1cccc([C@@H]2C[C@H]3CN(Cc4cccnc4)C(=O)[C@]34CCCN24)c1 | -1 | 11 | nt | 0 | -29 | 0 | nt | -3 | 1.3
COCCOC(=O)c1cc(C(=O)c2cc(F)ccc2O)coc1=N | 0 | -4 | -0.022 | 1 | -20[20 µM] | -2 | -36 | 3 | 0.7
COc1ccc(NC(=O)NCc2ccccn2)cc1 | -3 | -1 | 0.25 | 1 | -21[20 µM] | -3 | -3 | 3 | 1.3
O=C(CSc1nnc(Cc2cc(=O)[nH]c(=O)[nH]2)n1-c1ccccc1)NCC1CCCO1 (stereo not drawn) | 0 | -9 | -0.095 | -9 | -20[20 µM] | -8 | 7 | 5 | 1.2
CCCCC(O)(CCCC)C(=O)NN(C(=O)OC)c1ccc(C)cc1 | -1 | 1 | -0.93 | -3 | -14 | 3 | 3 | 4 | -1.2

Compound profiles, as listed above:
COc1ccc(-c2nn(-c3ccccc3)cc2/C=N/N2C(=O)CSC2=S)cc1 as listed: Wee1 degr inh = 1; FXIIa inh 1536 = 0; Cl transport mod = 0.37; thrombin 1536 = -2; Furin inh = -12[20 µM]; FXIa inh = 1; hK5 inh = -128; p97 ATPase inh = 5; PERK inh = 0.1
O=C(Cc1ccc(Br)c2ccccc12)N/N=C/c1ccccn1 as listed: Wee1 degr inh = 0; FXIIa inh 1536 = 6; Cl transport mod = -0.79; thrombin 1536 = 2; Furin inh = -20; FXIa inh = -1; hK5 inh = -3; p97 ATPase inh = -3; PERK inh = 1.3

Screens: PubChem BioAssay, several laboratories
